Screening results as filed in PubChem.
DAX1 inh-1: NR0B1 (DAX1) inhibition | HEK293 Gal4-DAX1 luciferase reporter, luminescence | inhibition, % at 6.75 µM | hit rate 0.99% among 340,000 | AID 504766;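 active = inhibition above the mean over all tested compounds plus 3 SD, cut at about 4.2% in these data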;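 note: 0% = DAX1-transfected cells with DMSO and 100% = empty-vector control cells with DMSO; inhibition shows as a rise in luminescence from relieved DAX1 repression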
hgDAF12 agonist: hgDAF-12 agonism, primary luciferase screen | HEK293 GAL4-hgDAF12 UAS-luciferase reporter, agonist luminescence; normalized to butyrate control | activation, % at 6.8 µM | hit rate 1.8% among 370,000 | AID 687014;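 active = activation above a cutoff set at the mean of all screened compounds plus 3 SD, cut at about 10% in these data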;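 note: 0% = DMSO wells and 100% = sodium butyrate wells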
ssDAF12 agonist: activators of S. stercoralis DAF-12 nuclear receptor. HEK293 ssDAF-12/GRIP1 lit1-tk-luc reporter, luminescence; % of 3 µM dafachronic acid response. activation, % at 6.8 µM. hit rate 1% among 370,000. AID 652126;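 active = activation above the mean over all tested compounds plus 3 SD, cut at about 0.9% in these data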;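 note: 0% = DMSO-only wells and 100% = 3 µM delta7-dafachronic acid wells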
GC-A act: GC-A (human) enzyme activation; hit rate 0.14% among 370,000; activation, % at 10 µM; P16066; HEK293 GC-A cells, cGMP TR-FRET, EC30 ANP; 0% at EC30 ANP, 100% saturating ANP; AID 1671463; in the data active = activation above about 40%
hcDAF12 agonist: activates DAF-12 receptor from parasite H. contortus | activation, % at 6.8 µM | HEK293 hcDAF-12 lit1-tk-luc reporter, luminescence; 0% DMSO, 100% Δ7-dafachronic acid | hit rate 1.4% among 370,000;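 active = activation above the mean of all tested compounds plus 3 SD, cut at about 5.5% in these data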;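 note: 100% = response to 3 µM Δ7-dafachronic acid high control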
HGIII-sPLA2 inh: Inhibits HGIII-sPLA2 liposome hydrolysis, primary screen; Q9NZ20; QFRET BODIPY PC-A2 liposome hydrolysis, fluorescence; inhibition, % at 12.2 µM; hit rate 0.56% among 370,000;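 active = inhibition above mean plus 3 SD of compounds lying within the high and low control bounds, cut at about 19% in these data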;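 note: 0% = median of test compound wells and 100% = no enzyme DMSO wells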
SMARCA2 activ: SMARCA2 function activation, primary screen | MG213 cells, MMTV-luciferase reporter, dexamethasone, overnight | activation, % at 9.1 µM | hit rate 1% among 370,000; in the data active = activation above about 7.8%;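 note: 0% = vehicle wells and 100% = reference activator wells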
ADAM10 inh: inhibitors of human ADAM10; hit rate 0.62% among 370,000; inhibition, % at 7 µM; O14672; recombinant ADAM10, EDANS/DABCYL FRET peptide cleavage, 3 h;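 active = inhibition above a per-campaign cutoff equal to the mean of compounds falling between control-based bounds plus 3 SD, cut at about 20% in these data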;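 note: 0% = DMSO wells while the 100% control is not disclosed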
GC-B act: GC-B (human) receptor activation; HEK293-GC-B cells, CNP EC30, cGMP TR-FRET; 0% at EC30 CNP, 100% saturating CNP; AID 1920062; activation, % at 10 µM; hit rate 0.11% among 370,000;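 active = activation at 10 µM reaching about 35% in either raw or pattern-adjusted values, limit read from the data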
Target sequence (P20594 whole entry, looked up): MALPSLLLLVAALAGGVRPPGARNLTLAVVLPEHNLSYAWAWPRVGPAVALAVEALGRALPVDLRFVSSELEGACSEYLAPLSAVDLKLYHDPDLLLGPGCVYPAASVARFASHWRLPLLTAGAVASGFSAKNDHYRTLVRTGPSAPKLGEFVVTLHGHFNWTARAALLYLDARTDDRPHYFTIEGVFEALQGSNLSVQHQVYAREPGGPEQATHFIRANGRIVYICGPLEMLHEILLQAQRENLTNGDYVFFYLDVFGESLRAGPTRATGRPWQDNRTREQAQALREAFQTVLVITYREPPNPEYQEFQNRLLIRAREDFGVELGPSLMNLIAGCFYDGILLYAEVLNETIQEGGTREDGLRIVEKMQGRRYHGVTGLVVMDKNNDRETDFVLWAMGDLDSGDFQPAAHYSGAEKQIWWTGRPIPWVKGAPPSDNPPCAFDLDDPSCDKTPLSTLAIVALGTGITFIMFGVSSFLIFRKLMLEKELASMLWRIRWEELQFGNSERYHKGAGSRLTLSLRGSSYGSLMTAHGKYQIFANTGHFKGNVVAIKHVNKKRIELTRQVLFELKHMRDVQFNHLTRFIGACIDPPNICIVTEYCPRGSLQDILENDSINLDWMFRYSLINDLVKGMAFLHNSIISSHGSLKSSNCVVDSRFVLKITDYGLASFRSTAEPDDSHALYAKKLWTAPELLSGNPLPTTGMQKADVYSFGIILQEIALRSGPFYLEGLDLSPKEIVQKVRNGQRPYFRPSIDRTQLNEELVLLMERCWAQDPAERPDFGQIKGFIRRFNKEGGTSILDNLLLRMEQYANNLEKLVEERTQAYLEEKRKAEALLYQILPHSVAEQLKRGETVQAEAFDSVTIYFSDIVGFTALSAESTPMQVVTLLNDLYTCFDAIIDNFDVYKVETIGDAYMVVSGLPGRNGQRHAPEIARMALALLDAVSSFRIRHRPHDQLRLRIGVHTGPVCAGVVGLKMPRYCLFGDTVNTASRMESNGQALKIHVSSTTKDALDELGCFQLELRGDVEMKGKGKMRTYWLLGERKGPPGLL
DAX1 inh-2: inhibitors of DAX1 repression of SF-1 activated StAR promoter. AID 652010. HEK293T StAR-luciferase reporter, SF-1/DAX-1 repression relief. inhibition, % at 6.8 µM. hit rate 1.1% among 370,000;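 active = inhibition above the mean over all tested compounds plus 3 SD, cut at about 3.6% in these data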;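 note: 0% = DAX-1 cells with DMSO and 100% = cells lacking DAX-1 with DMSO; higher inhibition means more luminescence from relief of DAX-1 repression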
GAA850 FXN act: activators of GAA850 frataxin (FXN) promoter; HEK293 lucGAA850 FXN promoter luciferase reporter, 24 h; percent of 10 µM SAHA response; hit rate 0.56% among 360,000; activation, % at 6 µM; AID 540364;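 active = activation above the average of all compounds screened plus 3 SD, cutoff fixed separately per campaign, cut at about 7.5% in these data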;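 note: 0% = DMSO wells and 100% = 10 µM SAHA wells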
Starred values were filed as active, the others as inactive; nt = not tested or not shown.

Compound,hcDAF12 agonist,ssDAF12 agonist,HGIII-sPLA2 inh,SMARCA2 activ,GAA850 FXN act,DAX1 inh-2,hgDAF12 agonist,GC-A act,GC-B act,DAX1 inh-1,ADAM10 inh
CC(Oc1ccc(-n2cnnn2)cc1)C(=O)O (stereo not given),-1.6,-0.8,3,0,-1.1,-0.5,-2.4,-4,0,0.7,4
COc1ccc2nc(C)cc(SCC(=O)NNC(=O)COc3cccc4ccccc34)c2c1,-0.1,-2.0,-43,2,0.3,-0.3,0.6,-5,-3,-1.0,5
CC(C)(C)c1cc(C(=O)O)c(CN2CCCCC2)o1,-0.2,-0.7,-1,-1,2.4,-0.3,0.9,1,-4,1.1,0
CCCn1c2ccccc2c2cnn(CC(=O)N3CCOCC3)c(=O)c21,0.3,-0.9,3,6,0.3,0.1,-0.4,5,3,0.7,-65
Cc1cccc(/C=N/NC(=O)c2cc3c(s2)-c2ccccc2CC3)c1,1.9,0.0,-9,-1,0.8,-0.6,-2.7,-1,-8,1.1,-108
Nc1nc(=O)n(C2CC(O)C(CO)O2)cc1Cl (stereo not given),1.6,3.1*,10,-2,nt,3.0,5.0,1,1,nt,-6
CC1(C(=O)NS(=O)(=O)c2ccccc2Cl)CCN1C(=O)CC1CCCC1 (stereo not given),0.1,-1.1,0,3,-1.9,0.3,0.8,0,2,nt,5
CC(C)c1ccc(C(=O)Nc2cccnc2)cc1,4.2,-0.1,3,4,1.7,1.9,10*,-2,-6,1.0,-6
O=C(Nc1ccc2c(c1)CCC2)C1CCN(c2c3c(nc4ncnn24)CCC3)CC1,-5.1,-3.1,-6,1,-1.8,-3.4,-6.3,-9,-4,-3.1,1
COc1cccc(-c2nc(CS(=O)(=O)CC(=O)N3CCN(C4CCCCC4)CC3)c(C)o2)c1,0.3,-1.0,-27,0,-1.1,-0.8,-1.2,-3,-1,-0.1,-6
CCN(c1ccccc1)S(=O)(=O)c1ccc(Cl)c(NC(=O)CN2C(=O)NC3(CCCC3)C2=O)c1,-0.2,-0.9,-4,-1,0.7,0.3,0.6,0,0,1.7,10
COc1ccc(-c2ccc(CN3C(CC(C)C)C(=O)N(Cc4cn(CC5CCCCC5)nn4)CCS3(=O)=O)cc2)cc1OC (stereo not given),0.3,-1.6,-24,-3,-1.4,0.9,-0.7,12,-3,0.3,5
CCSc1nnc(NC(=O)C2CCN(S(=O)(=O)c3ccccc3C(F)(F)F)CC2)s1,1.3,-1.9,-10,-2,3.0,0.6,-2.5,-4,-1,-2.4,3
O=C1C(Cl)=C(NS(=O)(=O)c2ccc([N+](=O)[O-])cc2)C(=O)c2ccccc21,1.4,-0.8,-5,-4,-2.6,-2.0,-9.1,-1,-3,-0.8,7
Cc1ccc(C(=O)NC(=S)Nc2ccc(Oc3ccc(Cl)cc3)cc2)cc1,-0.4,-1.1,2,-1,-0.2,-0.1,3.5,5,-3,1.1,3
CC(=O)c1cccc(NC(=O)N2CCCC(C(=O)c3cc(F)ccc3F)C2)c1 (stereo not given),-0.4,-1.3,3,1,0.9,-0.2,1.4,1,1,1.1,5
CSCCC(NC(=O)c1ccccc1)C(=O)NCCCn1nc(C)cc1C (stereo not given),-1.8,-0.9,-3,0,-0.4,-1.1,-0.9,-1,7,-0.6,-4
COc1cc(/C=C/C(=O)OCC(=O)NC(=O)NC23CC4CC(CC(C4)C2)C3)ccc1OCC#N,-2.4,-1.3,-1,-3,3.3,0.1,-0.5,3,-1,0.1,-5
O=C(NCc1ccco1)C1CC(c2c(Cl)cccc2Cl)=NO1 (stereo not given),-0.9,-1.4,4,0,-1.1,-0.4,-1.2,1,4,0.2,2
Cc1ccc(NC(=O)CSc2ccc(-c3ccccn3)nn2)c(C)c1,2.1,-0.4,9,1,-0.3,-1.1,1.2,-2,-3,0.5,-4
CC(NC(=O)c1cc(Br)cs1)C1CCCO1 (stereo not given),-2.1,-1.5,1,-2,0.7,-0.1,0.2,-3,3,-0.6,-13
Cc1ccc(-c2nc(-c3ccncc3)no2)c(Cl)c1,7.6*,1.5*,-1,0,1.4,2.7,16*,19,-5,0.1,-3
Cc1ccc(C(C)NC(=O)c2ccc3c(c2)OCO3)cc1C (stereo not given),-2.2,-1.0,2,-3,0.8,-1.0,-1.7,4,1,1.2,-8
Cc1ccc(-n2c(C)cc(/C=C3\SC(=O)NC3=O)c2C)cc1,3.2,0.3,3,2,2.7,1.0,5.5,1,-4,2.3,-6
CCOC(=O)c1nn(-c2cccc(OC)c2)c2nc(CC)c(C#N)c(=O)n12,-1.1,-1.6,2,3,-2.3,0.0,-2.9,3,-6,0.9,-38
CC1CCCCN1C(=O)COC(=O)c1cc([N+](=O)[O-])ccc1N1CCOCC1 (stereo not given),-1.7,-1.0,-5,-1,0.2,-1.3,5.8,1,-1,0.7,1
O=C(Nc1ccc2nc(-c3cccs3)[nH]c2c1)c1ccco1,0.8,-0.7,5,3,3.1,-0.6,2.7,8,11,0.6,-76
CCOc1cc(S(=O)(=O)NCC2OCCc3ccccc32)c(OCC)cc1-n1cnnn1 (stereo not given),-0.4,-1.4,-12,2,0.5,-0.4,-0.2,-18,-6,4.6*,-322
Cc1ccc(NC(=O)N(Cc2cccs2)Cc2cc3cc4c(cc3[nH]c2=O)OCO4)cc1,2.6,-0.6,17,-2,nt,0.3,0.2,4,-3,nt,-40
COc1ccc(Cn2ccnc2CO)cc1[N+](=O)[O-],-1.9,-1.8,-4,3,2.4,0.1,0.2,1,10,0.1,0
CCN(c1ccccc1)S(=O)(=O)c1ccc2[nH]c(=O)c(=O)[nH]c2c1,-0.7,-0.8,4,-3,0.3,0.4,-0.9,7,11,-1.2,-12
O=C(Nc1cccc2ccccc12)C(=O)C1C(=O)Nc2ccccc21 (stereo not given),6.1*,-0.1,0,-3,2.0,-0.2,2.5,-4,-6,0.1,-54
O=C(O)C(=Cc1ccccc1[N+](=O)[O-])c1ccc2c(c1)OCO2,0.7,-0.3,-4,5,0.3,-0.3,-1.3,3,-4,2.0,0
Cc1ccc(CC2S/C(=C(/C#N)C(=O)N3CCOCC3)N(c3ccccc3)C2=O)cc1 (stereo not given),-1.1,-1.7,-36,-2,1.7,0.0,-1.7,-6,-3,1.4,3
Cc1c(C2(O)CCCCC2)[nH]c2ccc(C#N)cc12,-1.4,-1.4,-22,-1,1.2,-0.2,0.4,1,3,-1.8,-11
CCS(=O)(=O)c1ccc2c(c1)N(S(=O)(=O)c1ccccc1)CC(C(=O)O)O2 (stereo not given),-0.1,-1.0,-2,-1,0.1,0.1,-0.5,2,2,0.0,-8
O=C(CN1CCN(S(=O)(=O)c2cccs2)CC1)N1CCCCC1,-1.9,-0.9,-2,1,0.2,0.6,-1.4,2,1,-0.4,6
CN(CC(=O)Nc1c(Cl)cccc1Cl)CC(=O)N(C)C1(C#N)CCCCC1,-0.2,-0.7,-1,-2,0.0,0.0,-1.8,-1,1,0.4,-2
COc1ccc(OC)c(C2=NS(=O)(=O)N(C)C(C(=O)Nc3cccc(C(C)=O)c3)=C2)c1,-1.9,-0.8,-20,-3,-1.1,-0.7,0.1,-5,4,0.4,11
CC1C(=O)N2CCCc3cc(S(=O)(=O)Nc4ccccc4F)cc1c32 (stereo not given),-0.1,-1.1,-27,2,1.4,0.1,-3.1,3,0,0.5,5
CN(CCc1cn[nH]c1)Cc1nc(Cc2ccccc2F)no1,0.8,-1.1,3,1,0.1,-0.1,1.6,0,2,3.0,-2
O=C(Nc1cccs1)Nc1c(F)c(F)cc(F)c1F,2.4,-0.7,21*,-3,-2.8,-0.2,2.7,4,5,0.7,-4
O=C(O)C1CSC2(CCN(Cc3ccccc3)CC2)N1 (stereo not given),0.4,-1.8,5,-2,-2.4,-0.2,-0.8,-2,4,0.0,-6
O=C(NCc1ccccc1Cl)c1ccc(S(=O)(=O)N2CCCC2)cc1,-1.0,-1.1,0,-3,-0.5,0.6,2.0,0,2,-0.6,-15
CC(=O)c1cc2c(cc1NC(=O)CN(C)S(=O)(=O)c1cccs1)OCO2,-0.7,-0.7,4,1,0.6,2.5,-1.4,1,2,-0.1,-55
COCCN1Cc2cccc(C(=O)N3CCN(c4cc(C)ccc4C)CC3)c2C1=O,1.7,-0.7,13,-6,-1.0,-0.1,-2.6,-1,7,0.6,-8
N#Cc1ccccc1NC(=O)CC1c2ccccc2Oc2ccccc21,-1.9,-0.7,2,-1,0.0,-0.1,0.6,-16,-14,-1.8,2
C[C@H]1CN([C@@H](C)CO)C(=O)CCCn2nncc2CO[C@@H]1CN(C)C(=O)c1ccc2ccn(C)c2c1,-1.0,-1.3,17,-4,1.8,-0.7,-0.8,1,4,0.7,-27
Cc1c(CC(=O)N[C@@H](C)C(=O)O)c(=O)oc2cc3oc4c(c3cc12)CCCC4,-0.3,-1.0,-3,-1,0.4,0.0,0.7,-1,9,-0.8,-155
C/C(=N\NC(=O)c1ccccc1NC(=O)c1ccc(Cl)cc1)c1ccncc1,11*,0.3,-4,2,-3.1,2.5,8.9,-10,-1,-3.0,-3
CCn1ncc(-c2cc(C(=O)O)no2)c1C,2.0,0.0,0,-1,nt,-0.4,2.2,1,2,nt,-15
Cc1cccc([N+](=O)[O-])c1C(=O)O,2.4,-0.7,8,-5,-1.2,0.0,-0.1,6,-8,0.7,-10
CCn1c(SCC(=O)NNC(=O)c2ccc(OC)cc2)nnc1-c1ccco1,-1.8,-1.0,-1,0,1.8,1.8,-0.8,1,-6,1.0,-2
CCN(CC(=O)Nc1c(F)cccc1F)C(=O)c1cccc(-n2cnnn2)c1,-2.0,-0.7,4,0,-0.8,0.8,1.3,-3,3,-1.1,-6
CCOC(=O)C1=NN(c2ccc(C)cc2)C2(S1)SC(C(C)=O)=C(C)N2c1ccccc1 (stereo not given),-1.6,-1.7,1,-1,-1.6,-0.1,-0.2,-2,-9,0.2,-7
O=c1c(Oc2ccccc2Br)c(C(F)(F)F)oc2c(CN3CCCC3)c(O)ccc12,-0.6,-1.4,-24,1,2.3,-0.9,-3.2,2,-4,0.0,-27
C[N+]12CCCCC1C(COC(=O)c1ccc3c(c1)OCO3)CCC2 (stereo not given),-1.8,-2.0,4,-1,-0.8,0.0,1.8,2,3,0.0,-7
COC(=O)[C@]12C[C@H](CC(=O)NCCC(C)C)C(=O)N(CCc3ccc(OC)c(OC)c3)C1=C[C@H](COCc1ccccc1)O[C@@H]2C,-2.0,-1.3,-11,-2,nt,-0.1,-2.8,-1,-2,nt,7
